High-throughput results from PubChem.
Shiga inhibitor = A qHTS for Small Molecule Inhibitors of Shiga Toxin; Vero cells, Shiga toxin protein synthesis inhibition reporter; inhibition, % at 38.7 µM; 290,000 compounds, 9.2% hits; AID 2315, 2010; in the data active = inhibition mostly above about 28%, no sharp cut-off; inactive = mostly below about 43%; also: 0% is about no effect
Pf growth 96h = Primary qHTS for delayed death inhibitors of the malarial parasite plastid, 96 hour incubation; P. falciparum luciferase reporter growth, 96 h; Potency, µM (series often up to 28.7 µM), for inactives: at the highest dose activity change, negative = inhibition, actives largely listed as inhibitors; 320,000 compounds, 6.9% hits; AID 504834, 2011; also: potency is read from the fitted curve at half-maximal effect; % is scaled to controls: 0 for no effect and ±100 for the full control effect
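Luminescence readout: decreased luciferase signal marks inhibited growth of reporter-expressing P. falciparum in infected red cells (2% hematocrit, 0.05% parasitemia final), exposed to compound two generations (96 h, 37 C, 5% CO2).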
CHX counter = Cycloheximide Counterscreen for Small Molecule Inhibitors of Shiga Toxin; cell reporter, cycloheximide protein synthesis inhibition counterscreen; max response, %; 300,000 compounds, 12% hits; in the data active = max response mostly above about 13%, no sharp cut-off; inactive = mostly below about 14%; also: read at 38.3 µM for the half of the compounds with a filed dose; 0% is about no effect
FBPA Giardia inh = qHTS Assay for Inhibitors of Fructose-1,6-bisphosphate Aldolase from Giardia Lamblia; A8B2U2; purified Giardia FBPA; Potency, µM (series often up to 59.6 µM), inactives show at the top dose activity, negative = inhibition, actives largely listed as inhibitors; 290,000 compounds, 0.71% hits; AID 2451, 2010; also: potency is read from the fitted curve at half-maximal effect; % is scaled to controls: 0 for no effect and ±100 for the full control effect; nearly all actives have a fitted effect of over 55% in size
Target sequence (A8B2U2 whole entry, looked up): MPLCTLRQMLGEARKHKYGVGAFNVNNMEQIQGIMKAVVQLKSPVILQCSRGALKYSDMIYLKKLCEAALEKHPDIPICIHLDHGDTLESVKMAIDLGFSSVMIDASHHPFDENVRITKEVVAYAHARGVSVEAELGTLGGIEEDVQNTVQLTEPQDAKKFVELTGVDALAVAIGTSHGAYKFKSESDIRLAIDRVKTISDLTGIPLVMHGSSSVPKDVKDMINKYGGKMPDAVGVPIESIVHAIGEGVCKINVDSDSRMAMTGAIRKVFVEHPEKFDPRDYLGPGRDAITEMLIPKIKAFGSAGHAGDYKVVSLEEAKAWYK
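40 nM FBPA preincubated 10 min at RT with compound (up to 57.5 uM final), then substrate plus GAPDH/TPI/NAD/arsenate coupling and diaphorase/resazurin added. Fluorescence read after 20 min at RT, 525/598 nm.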
Pf growth 48h = Primary qHTS for delayed death inhibitors of the malarial parasite plastid, 48 hour incubation; P. falciparum luciferase growth in erythrocytes, 48 h; Potency, µM (series often up to 28.7 µM), inactives show top-dose activity change, negative = inhibition, actives largely listed as inhibitors; 310,000 compounds, 5.9% hits; AID 504832, 2011; also: potency is read from the fitted curve at half-maximal effect; % is scaled to controls: 0 for no effect and ±100 for the full control effect
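Cell-based growth assay: transgenic P. falciparum expressing firefly luciferase, cultured in red cells within RPMI 1640 containing 0.5% w/v Albumax, 24 mM bicarbonate and gentamycin. A drop in luciferase activity indicates inhibition.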
HCV inhibitor = qHTS Assay for Inhibitors of Hepatitis C Virus (HCV); Huh7.5.1 HCVcc-Cre infection, luciferase reporter, 44 h; AID 651820, 2012; Potency, µM (titrated, usually from 41.8 µM), without a hit: top-dose activity change, negative = inhibition, most hits filed as inhibitors; 340,000 compounds, 3.4% hits; also: potency is read from the fitted curve at half-maximal effect; % is scaled to controls: 0 for no effect and ±100 for the full control effect
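HCVcc-Cre virus at an moi near 0.5 was added right after compound to cells cultured 4 h from seeding (1,000 cells/well). Luciferase activity was determined 44 h later, 15 min after substrate addition at RT.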
The depositor's hits bear a star; ? = inconclusive; . = no result given; & = joins results of further samples; [ ] = another dose, or the depositor's remark. Unless noted, calls follow the shape of the dose curve; as a rule, active = well fitted curve in the direction sought with a large enough effect; inconclusive = small, poorly fitted or top-dose-only effect, or another doubt; inactive = no such curve, though single readings can be large; an effect the other way counts as inactive or inconclusive.

Structure | HCV inhibitor | Pf growth 48h | FBPA Giardia inh | CHX counter | Shiga inhibitor | Pf growth 96h
CC1CCN(CC(O)Cn2c3ccccc3c3ccccc32)CC1 (stereo not drawn) | ? | ? | 5.4% | 1.7 | -2.5 | ?
Cc1ccc(Sc2ncccc2C(=O)O)cc1C | 21.0% | -1.7% | -0.3% | -1.5 | -8.5 | 58.5%[activator]
O=C(NC1CC1)C1=C[C@@H](c2ccccc2)C[C@@H](OCc2ccc(CO)cc2)O1 | -4.1% | ? | 3.1% | 2.3 | -7.4 | ?
O=C(CSc1nnc(-c2ccco2)n1Cc1ccco1)Nc1ccccc1 | -26.7% | 10.4% | 3.6% | -2.2 | -2.0 | ?
O=C(CN1CCCCC1)Nc1cccc2c1OCO2 | -0.5% | -0.2% | -11.0% | -5.5 | -15.2 | .
CCCCCNc1nc2ccccc2nc1NS(=O)(=O)c1cccs1 | 9.3% | -6.8% | 0.5% | 9.2 | -8.2 | .
Cc1cc(N2CCOCC2)nc(N2CCOCC2)n1 | -4.8% | -0.4%&45.9% | 0.4%&-0.3% | -0.6&3.8 | -3.8&4.2 | ?
O=C(NC(C(=O)N/N=C/c1cccnc1)c1n[nH]c(=O)c2ccccc12)c1ccccc1 (stereo not drawn) | 28.1% | 22.6% | 2.1% | 9.3 | 27.6 | ?
CCC(C)(C)NC(=O)C(c1cccs1)N(C(=O)c1ccn[nH]1)c1ccccc1 (stereo not drawn) | -4.2% | ? | 3.4% | -6.2 | -14.9 | 14.4%
Cc1ccc(C(=O)O)cc1NC(=O)C1CCCN1S(=O)(=O)c1cccc2nsnc12 (stereo not drawn) | 12.7% | . | -8.1% | -1.4 | 15.7 | 16.5µM*
CC(C)CN(C(=O)COC(=O)Cc1c[nH]c2ccccc12)c1c(N)n(Cc2ccccc2)c(=O)[nH]c1=O | -13.8% | ? | . | . | . | ?
Cc1cc(C)n(-c2nc(Nc3ccccc3)nc(-n3nc(C)cc3C)n2)n1 | -8.8% | ? | 1.4% | 8.5 | -21.6 | -0.3%
CNCCc1nc(N)n[nH]1 | 6.6% | . | -12.6% | 0.9 | -9.7 | 36.5%[activator]
Cc1ccc(Cl)cc1NC(=S)NN | -5.1% | ? | 0.1% | -3.5 | 11.3 | ?
COCCN1C(=O)/C(=C/c2ccc(OCc3ccc(C(=O)O)cc3)c(OC)c2)SC1=Nc1ccccc1 | 0.9% | 11.7µM* | 13.9% | -4.6 | -2.8 | 8.28µM*
COc1ccc(OC)c(CNCCNC(=O)c2ccco2)c1 | . | . | -15.1% | -1.6 | -7.7 | -24.3%
CCOC(=O)c1sc(NC(=O)Nc2ccc(F)cc2)nc1C | ? | 81.4%[activator] | -14.4% | 93.4* | 121.3* | -22.4%
CCOc1ccccc1-c1noc(CCC(=O)Nc2cccnc2)n1 | 5.3% | 10.9% | 3.3% | 4.9 | -1.7 | 8.28µM*
CCCN(CCC)C(=O)C1CCN(c2ccc(S(=O)(=O)N3CCOCC3)cc2[N+](=O)[O-])CC1 | -3.1% | ? | . | 1.9 | -5.6 | 5.22µM*
CC(C)n1c(NCc2nc3ccccc3n2C)nc2ccccc21 | 8.1% | ? | 2.0% | 0.7 | -0.1 | .
CC(=O)N1CCN(CC(=O)Nc2ccc(C)c(S(=O)(=O)N(C)C)c2)CC1 | 26.6% | 62.6%[activator] | ? | -5.5 | -5.6 | -14.6%
C[C@H](NC(=O)c1ccccc1)C(=O)OCC(=O)Nc1ccc2c(c1)OCO2 | 6.3% | -7.0% | . | . | . | ?
COc1ccc(/C=N/OC(=O)Nc2ccc(Cl)cc2)c(OC)c1 | -19.8% | 39.8%[activator] | -3.2% | 25.5* | 21.9 | 49.5%[activator]
Cn1c(=O)[nH]c(=O)c2c1nc(N1CCCCC1)n2CC(O)CN1CCCCC1 (stereo not drawn) | 1.8% | 2.4% | -3.3% | 9.5 | -3.2 | ?
Cc1cc(NCCO)nc(-n2nc(C)cc2C)n1 | 10.7% | ? | 0.9% | -2.1 | 33.6 | ?
Cc1cccc(N2C(=O)C3C4C=CC(CC4)C3C2=O)c1 (stereo not drawn) | 9.4% | -14.9% | 5.6% | -2.9 | -5.0 | -25.5%
COc1ccc(NC(=O)Cn2cnc3c(cnn3C(C)(C)C)c2=O)cc1OC | -1.6% | 12.0% | -3.4% | 2.1 | -0.2 | ?
O=C1CC(SCCO)C(=O)N1c1ccccc1 (stereo not drawn) | 12.0% | . | 0.5% | -5.8 | -19.5 | 30.4%[activator]
CCC1Oc2ccc(C)cc2N(CC(=O)NCCCN2CCN(Cc3ccccc3)CC2)C1=O (stereo not drawn) | ? | -11.7% | 2.0% | -2.0 | -9.7 | 58.6%[activator]
O=C(CSCC(=O)c1ccccc1)Nc1ccccc1Cl | 12.0% | 14.3% | 0.1% | 13.2 | 7.1 | 16.3%

Compounds listed so far with a COOH group (three):
Structure | HCV inhibitor | Pf growth 48h | FBPA Giardia inh | CHX counter | Shiga inhibitor | Pf growth 96h
Cc1ccc(Sc2ncccc2C(=O)O)cc1C | 21.0% | -1.7% | -0.3% | -1.5 | -8.5 | 58.5%[activator]
Cc1ccc(C(=O)O)cc1NC(=O)C1CCCN1S(=O)(=O)c1cccc2nsnc12 (stereo not drawn) | 12.7% | . | -8.1% | -1.4 | 15.7 | 16.5µM*
COCCN1C(=O)/C(=C/c2ccc(OCc3ccc(C(=O)O)cc3)c(OC)c2)SC1=Nc1ccccc1 | 0.9% | 11.7µM* | 13.9% | -4.6 | -2.8 | 8.28µM*

Carrying on:
Structure | HCV inhibitor | Pf growth 48h | FBPA Giardia inh | CHX counter | Shiga inhibitor | Pf growth 96h
COc1cc(Cl)c([C@@H]2C[C@H]3CN(c4ccccc4)C(=O)[C@]34CCCN24)cc1OC | -9.4% | -24.4% | 0.1% | -4.5 | 15.2 | ?
CC(/C=C\C=C\c1ccccc1)=N\NC(=O)c1cncc(Br)c1 | -10.5% | ? | -9.2% | 8.0 | 10.2 | 0.928µM*
COc1ccc(C)cc1NC(=O)CN1CCN(c2ccccc2F)CC1 | ? | 13.1µM* | -2.8% | 1.4 | -16.9 | 0.0%
COc1ccc(CCNC(=O)CCN2C(=O)COc3ccc(C)cc32)cc1OC | 2.82µM* | 7.5% | -2.9% | -2.0 | -3.0 | 30.0%
O=C(O)C1Cc2ccccc2CN1C(=O)c1ccccc1Cl (stereo not drawn) | 9.4% | 16.8% | 14.3% | -2.1 | 4.0 | 0.6%
COc1cc(C)ccc1OCCOc1c(C)cc(Cl)cc1Cl | 4.1% | -17.2% | -1.5% | 0.9 | -10.7 | 3.7%
COC(=O)C1=NN(C(=O)c2ccc(Br)cc2)C(O)(C(C)(C)C)C1 (stereo not drawn) | ? | 5.5%[5.75 µM] | 10.3% | 6.9 | 4.8 | 15.6%[5.75 µM]
CCOc1ccccc1NC(=O)CN(c1ccc(OC)cc1OC)S(=O)(=O)c1ccccc1[N+](=O)[O-] | -19.8% | ? | -0.5% | 0.6 | 6.3 | 23.6%[1.15 µM]
O=C(O)c1cccc(S(=O)(=O)Nc2ccc(O)cc2Sc2nc3ccccc3s2)c1 | 6.1% | 0.1% | 2.5% | 4.7 | -9.1 | 28.6%
Cn1cc(CNC(=O)c2ccc3nc(Cc4ccccc4F)oc3c2)cn1 | -23.3% | 29.8% | . | 59.4* | 89.3* | 13.4%
COc1cc(C2C(C(=O)c3cccs3)=C(O)C(=O)N2c2cc(C)on2)ccc1O (stereo not drawn) | 16.3% | 22.3% | 12.5% | -3.4 | 14.9 | 0.3%
Oc1c(Br)cc(Br)cc1CNc1cnc2ccccc2c1 | 9.0% | ? | 14.9% | 7.0 | -4.9 | -17.1%
N#Cc1cc(-c2ccccc2)nnc1Oc1ccccc1 | -12.5% | 23.7% | -1.2% | -1.3 | 7.1 | 31.0%[activator]
NC(=O)C1(N2CCCCC2)CCN(C(=S)Nc2ccc(F)c(Cl)c2)CC1 | 28.1% | 32.0%[activator] | -0.4% | 1.3 | 8.7 | ?
CCCCC(SCC(=O)Nc1ccccc1)C(=O)O (stereo not drawn) | 4.6% | 22.0% | 2.0% | 16.5 | 30.5 | 12.9%
NNC(=O)c1ccc(COc2cccc3ccccc23)cc1 | 20.1% | ? | 0.1% | -6.1 | -7.9 | ?
COC(=O)C1=C(c2ccc(C(C)=O)cc2)C[C@@H]2CC[C@H]1N2C(=O)NCCNC(C)=O | 20.0% | 37.2%[activator] | . | . | . | 36.0%[activator]
CNc1ccc([N+](=O)[O-])cc1C(=O)O | 15.3% | 11.6% | 9.3% | -1.3 | -5.5 | -4.1%
CCC(C(=O)NCCC(C)C)n1ccc2cc(S(=O)(=O)N3CCCCC3)ccc21 (stereo not drawn) | 10µM* | 11.7µM* | -6.4% | 15.6 | -6.7 | 36.4%[activator]
O=C1N=C(N2CCCCC2)S/C1=C\c1ccccc1F | -22.7% | -0.7% | 9.1% | 22.2* | 60.8* | ?
O=C(O)c1ccccc1OCCN1CCCC1=O | -1.9% | 5.3% | -1.4% | -0.7 | -4.0 | -4.9%
CNC(=S)NC12CC3CC(CC(C3)C1)C2 | 8.7% | ? | -1.3% | -0.5 | -9.4 | ?
COc1ccc(CN2C(=O)NC3(CCCC3)C2=O)cc1F | 17.1% | 46.7%[activator] | 3.9% | -5.1 | -5.9 | -4.7%
Cc1cc(NC(=O)CN2C(=O)NC(C)(c3ccc(Cl)cc3)C2=O)no1 (stereo not drawn) | 15.9% | 13.6% | -3.8% | -1.7 | -3.6 | 0.8%
O=C(CN1C(=O)/C(=C2\SC(=S)N(C3CCS(=O)(=O)C3)C2=O)c2ccccc21)Nc1ccccc1 (stereo not drawn) | 2.2% | 14.5% | -3.7% | -2.5 | -6.6 | 31.2%[activator]
CCOCCCn1c(SCC(=O)NC2CCCC2)nc2ccccc2c1=O | 10.8% | -19.9% | . | -1.7 | 10.2 | ?
N#C/C(=C\c1cccs1)C(=O)NCC1CCCO1 (stereo not drawn) | 1.5% | 58.1%[activator] | 0.2% | 25.0* | 80.3* | 5.7%
Cc1c(S(=O)(=O)Nc2ccc(Oc3ccccc3)cc2)c(=O)n(C)c(=O)n1C | -12.8% | 3.2% | . | -1.5 | -10.8 | -7.2%
Cc1ccccc1NC(=O)COC(=O)c1ccc(S(=O)(=O)N2CCCCCC2)cc1 | -2.6% | ? | . | . | . | 15.3%
CC/C(=N\Nc1ccccc1)c1c(O)[nH]c(=O)[nH]c1=O | 22.0% | 35.3%[activator] | 3.6% | 2.1 | -12.7 | -4.8%
CC#CC[N+](C)(C)CCCCCCCC | 0.7% | ? | 5.2% | 1.4 | -3.8 | ?
CC1CCc2c(nc3nc[nH]n3c2=O)C1 (stereo not drawn) | 6.0% | . | -17.5% | -4.5 | -16.4 | 1.17µM*
CNC(=O)C1Cc2ccccc2CN1S(=O)(=O)c1ccc(OC)c(OC)c1 (stereo not drawn) | -21.5% | ? | 0.3% | -1.5 | . | -29.5%
CCC(=O)N1CCc2cc(S(=O)(=O)CCC(=O)N3CCN(c4ccc(C(C)=O)cc4)CC3)ccc21 | ? | ? | -2.7% | -2.2 | -3.8 | 22.2%
